Screening data deposited in PubChem BioAssay by Sanford-Burnham Center for Chemical Genomics.
GRIN3A LBD mod – modulators (binders) of human NR3A ligand-binding domain; AID 1259313; NR3A LBD differential scanning fluorimetry, Tm shift; 0% = protein alone, 100% = glycine-bound protein; Tm shift relative to glycine control, % at 25 µM; 340,000 compounds, 2.5% hits;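 active = melting temperature shift of at least 10% of the positive control shift, at one fixed dose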
MPTP block – permeability transition pore inhibition; 360,000 compounds, 1.4% hits; inhibition, % at 10 µM; isolated mouse mitochondria, Ca2+ swelling absorbance, 30 min; AID 602449;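 active = inhibition of 50% or more, scaled per plate between neutral and stimulator controls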;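 note: 0% = DMSO wells given calcium and 100% = 1 mM EGTA wells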
SENP7 inh – inhibitors of human SENP7 protease. inhibition, % at 5 µM. recombinant SENP7, Z-RLRGG-aminoluciferin luminescence, 40 min. 330,000 compounds, 1.5% hits. Q9BQF6;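 active = inhibition above about 50% at the single test dose, limit read from the data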;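 note: plate controls were DMSO with enzyme for no effect and no enzyme buffer wells for full effect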
Target sequence (Q9BQF6 706-1050 limits assumed): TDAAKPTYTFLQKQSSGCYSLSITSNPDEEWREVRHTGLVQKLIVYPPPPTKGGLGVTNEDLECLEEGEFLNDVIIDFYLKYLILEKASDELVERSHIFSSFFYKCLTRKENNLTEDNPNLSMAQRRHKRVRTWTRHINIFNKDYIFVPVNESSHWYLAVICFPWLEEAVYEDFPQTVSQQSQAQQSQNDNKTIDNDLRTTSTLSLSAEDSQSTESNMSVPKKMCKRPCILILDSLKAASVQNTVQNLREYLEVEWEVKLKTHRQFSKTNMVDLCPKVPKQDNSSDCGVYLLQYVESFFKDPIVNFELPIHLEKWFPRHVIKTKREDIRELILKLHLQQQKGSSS
PfG6PD inh – PfG6PD (Plasmodium falciparum) enzyme inhibition. PfGluPho enzyme, NADPH resazurin-diaphorase fluorescence. inhibition, % at 20 µM. 350,000 compounds, 0.78% hits. AID 504690;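 active = inhibition reaching at least a set limit at 20 µM in the primary screen, cut at about 59% in these data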;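 note: 0% = DMSO wells with substrate and 100% = DMSO wells lacking glucose-6-phosphate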
SENP6 inh – SENP6 protease inhibition; Q9GZR1; Recombinant SENP6 catalytic domain, aminoluciferin luminescence; inhibition, % at 10 µM; 330,000 compounds, 1.8% hits; AID 2599;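 active = inhibition above about 50% at the single tested dose, limit read from the data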;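 note: plate controls were DMSO wells with enzyme for no effect and DMSO wells lacking enzyme for full effect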
Target sequence (Q9GZR1 628-1112 limits assumed): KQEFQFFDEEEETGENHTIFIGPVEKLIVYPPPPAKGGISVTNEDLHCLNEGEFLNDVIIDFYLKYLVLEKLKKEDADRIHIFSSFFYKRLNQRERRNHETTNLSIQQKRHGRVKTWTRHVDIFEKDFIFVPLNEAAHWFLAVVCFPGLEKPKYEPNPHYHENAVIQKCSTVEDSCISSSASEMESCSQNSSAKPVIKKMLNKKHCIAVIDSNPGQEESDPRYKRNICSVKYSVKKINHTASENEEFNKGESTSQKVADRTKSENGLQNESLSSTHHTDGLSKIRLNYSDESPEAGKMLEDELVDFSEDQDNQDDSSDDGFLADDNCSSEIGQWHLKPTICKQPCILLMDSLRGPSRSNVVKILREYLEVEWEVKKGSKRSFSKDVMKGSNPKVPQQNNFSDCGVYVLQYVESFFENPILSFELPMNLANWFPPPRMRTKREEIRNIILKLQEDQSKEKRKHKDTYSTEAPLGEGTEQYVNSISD
HKDC1 inh – blocks human hexokinase HKDC1 activity | inhibition, % at 20 µM | Q2TB90 | recombinant HKDC1, G6PDH/diaphorase resazurin coupled fluorescence | 340,000 compounds, 0.16% hits;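 active = inhibition above about 35% when tested at 20 µM, limit read from the data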;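 note: plate controls were DMSO wells with enzyme for no effect and DMSO wells lacking enzyme for full effect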
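Test system: recombinant HKDC1 (HK5) hexokinase enzyme, produced in-house / Doses: 20 µM test compound, 1% DMSO / Timing: 90 min, room temperature / Detection: G6PDH/diaphorase-coupled fluorescence, 1 mM NADP, 100 µM resazurin, 525/613 nm / Control set: DMSO wells with and without enzyme mix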
SENP8 block – SENP8 (human) protease inhibition | Q96LD8 | recombinant SENP8, Nedd8 substrate fluorescence | inhibition, % at 20 µM | 360,000 compounds, 0.64% hits | AID 602440; in the data active = inhibition mostly above about 40%, no sharp cut-off; inactive = mostly below about 27%
ATG4B inhibitor – ATG4B (human) cysteine protease inhibition | Q9Y4P1 | ATG4B cleavage of LC3-PLA2, NBD-HPC fluorescence, 1 h | inhibition, % at 8.33 µM | 340,000 compounds, 0.51% hits | AID 504462; in the data active = inhibition above about 40%
* marks the source's active call; other numbers are inactive results; · = not tested or not shown.

Every second line gives: SENP8 block	GRIN3A LBD mod	SENP7 inh	ATG4B inhibitor	PfG6PD inh	HKDC1 inh	MPTP block	SENP6 inh
1. CC(c1ccc(Br)cc1)N1CC23C=CC(O2)C(C(=O)O)C3C1=O (centres undefined)
  3	-1	2	-5	-2	-6	-2.9	1
2. Cc1ccc(NC(NC(=O)Cc2ccccc2)C(Cl)(Cl)Cl)cc1 (centres undefined)
  -2	-5	·	-6	-1	-5	48	·
3. COc1ccc(-c2noc(CCC(=O)NCc3cccnc3)n2)cc1OC
  -8	0	4	8	8	2	-1.9	1
4. O=C(N/N=C/c1cn(Cc2cccc(F)c2)c2ccccc12)c1cc(O)cc(O)c1
  -179	4	-5	18	6	20	1.2	-10
5. Cc1cccc(NC(=O)NCc2cccnc2)c1C
  2	1	5	1	-3	2	-0.3	-5
6. CCOC(=O)c1c(C)[nH]c(C(=O)CN(C)CC(=O)Nc2ccccc2C(F)(F)F)c1C
  9	-2	-2	0	18	-1	-1.4	-2
7. N#Cc1ccccc1NC(=O)COC(=O)CN1C(=O)C2CCCCC2C1=O (centres undefined)
  10	0	-5	3	-7	4	-0.6	-6
8. CC(C)CCOc1ccc(C(CC(N)=O)C(=O)O)cc1 (centres undefined)
  27	1	-2	-6	-7	-5	-1.1	-4
9. Cc1cc(C)c2c(c1)OC(O)(C(F)F)CC2=O (centres undefined)
  -3	-1	5	-3	2	-16	1.9	-22
10. CN(C)CCNC(=O)CCn1nc(-c2ccc(Cl)cc2)ccc1=O
  5	3	1	-6	10	-1	-0.2	-6
11. CCOC(=O)CSc1cc(C)nc2ccc(OC)cc12
  5	0	8	-10	-2	-9	-0.1	24
12. CCn1c(SC(C)C(=O)Nc2nccs2)nnc1-c1ccncc1 (centres undefined)
  10	0	2	0	4	0	0.2	12
13. Cc1ccc(NS(=O)(=O)c2cccc(C(=O)NCCCN3CCOCC3)c2)cc1
  14	1	8	-1	-2	0	-0.5	-8
14. CN(CC(=O)Nc1ccc(F)c(F)c1F)C(=O)C1CCCC1
  -4	0	1	-3	9	-5	-0.8	-7
15. NS(=O)(=O)c1ccc(NC(=O)COC(=O)Cn2cnc3ccccc3c2=O)cc1
  12	-1	5	4	2	-6	-1.7	16
16. O=c1oc2ccc(Cl)cc2nc1/C=C(\O)c1cccs1
  0	0	4	2	-18	3	1.7	-22
17. COc1ccccc1/C=N/n1cnnc1
  -71	-1	4	-6	5	-3	-0.7	-4
18. C#CCN(CC=C)C(=O)c1ccc2nc(C3CCCCC3)oc2c1
  7	-1	6	-2	4	-7	0.9	7
19. CN(C)C(CNC(=O)c1cccc(S(=O)(=O)Nc2ccccc2Cl)c1)c1ccco1 (centres undefined)
  -31	3	-6	-38	8	-1	1.0	-15
20. O=C(NNc1ccc(F)cc1)c1c(F)cccc1Cl
  11	2	-1	9	16	-7	-1.1	1

The last five records of the part before come first, to join the parts.
Every second line gives: SENP8 block	GRIN3A LBD mod	SENP7 inh	ATG4B inhibitor	PfG6PD inh	HKDC1 inh	MPTP block	SENP6 inh
16. O=c1oc2ccc(Cl)cc2nc1/C=C(\O)c1cccs1
  0	0	4	2	-18	3	1.7	-22
17. COc1ccccc1/C=N/n1cnnc1
  -71	-1	4	-6	5	-3	-0.7	-4
18. C#CCN(CC=C)C(=O)c1ccc2nc(C3CCCCC3)oc2c1
  7	-1	6	-2	4	-7	0.9	7
19. CN(C)C(CNC(=O)c1cccc(S(=O)(=O)Nc2ccccc2Cl)c1)c1ccco1 (centres undefined)
  -31	3	-6	-38	8	-1	1.0	-15
20. O=C(NNc1ccc(F)cc1)c1c(F)cccc1Cl
  11	2	-1	9	16	-7	-1.1	1
21. CCOC(=O)c1cc(-c2ccc(C)cc2)n(CCC(=O)NC(C)CC)c1C (centres undefined)
  28	-6	-14	-18	4	-2	1.2	-22
22. O=C(NC(=O)c1ccccc1)OCC(F)(F)F
  17	-1	3	-9	4	-2	1.3	-1
23. O=C(O)CCc1ccc(-c2ccc(Br)cc2)n1-c1cccc(O)c1
  -11	-5	0	14	-30	2	1.3	-7
24. COC(=O)c1ccc(NC(=S)N2CCN(Cc3cccc(C)c3)CC2)cc1
  18	-6	-3	-9	6	-1	1.4	-13
25. CCOc1ccc(C(=O)NC2CCN(S(=O)(=O)c3ccccc3)CC2)cc1
  3	1	1	-6	-13	0	0.0	8
26. CC(C)CN(C1CCS(=O)(=O)C1)S(=O)(=O)c1ccc2ccccc2c1 (centres undefined)
  4	2	-3	-9	-7	2	-2.2	-5
27. O=C(O)Cn1c2c(c3ccccc31)CCCC2
  -108	-1	7	7	24	12	-1.1	-7
28. CCOP(=O)(OCC)C(NC(=O)c1cccs1)C(F)(F)F (centres undefined)
  -12	1	2	-1	-12	8	3.4	-15
29. O=C(CSC(=S)N1CCOCC1)N1N=CCC1c1ccccc1 (centres undefined)
  6	-7	1	4	7	-2	0.2	8
30. O=C(Nc1ccc(NC(=O)c2cccs2)cc1)c1ccc2ccccc2c1
  -71	25*	-7	-2	-4	-6	-2.4	-2
31. Cc1c(C(=O)/C=C/c2cccs2)oc2ccc(F)cc12
  20	-1	-13	7	-11	7	-0.9	52*
32. Cc1nc2ccc(NC(=O)CS(=O)(=O)c3ccc(F)cc3)cc2s1
  28	2	-9	-2	-10	-4	-0.2	-8
33. CCC(Oc1ccccc1OC)C(=O)Nc1ccc2c(c1)OCCO2 (centres undefined)
  10	-2	-5	-2	-1	-7	-1.8	2
34. COCCn1c(N)c(N(Cc2ccccc2)C(=O)C2CCCCC2)c(=O)[nH]c1=O
  14	-5	-1	3	-20	0	0.0	15
35. CCCCc1c(C)nc(N)[nH]c1=O
  26	1	-2	-2	-4	-6	7.2	-15
36. Cc1cc(Br)cc(C)c1OCCCCN(C)C
  14	1	-2	-3	-3	4	-3.2	-6
37. N#CCCN1CCN(CCC#N)CC1
  10	2	-2	-4	1	6	-0.2	5
38. Cc1cc(C)n2nc(SCC(=O)N(C)C)nc2n1
  2	0	4	2	0	-5	-1.1	15
39. Cc1ccc(Nc2nc(NCc3ccco3)c3ccccc3n2)cc1
  -413	1	5	0	24	6	93*	10
40. Cc1ccsc1/C=N/Nc1nc(Cl)c(Cl)cc1Cl
  -104	-1	29	-1	5	-10	0.8	6
41. CNCC(O)c1ccc(O)c(O)c1 (centres undefined)
  15	1	-4	1	30	-1	-0.2	-10
42. C=C(C)Cn1c(CCn2c3ccccc3c3ccccc32)n[nH]c1=S
  -7	-8	-8	14	12	-4	1.5	-11
43. CCn1nc(C)c(NC(=O)CCCSc2nc(-c3ccco3)cc(C(F)(F)F)n2)c1C
  23	-2	-7	-4	-5	-4	7.9	-12
44. CCCN1CCN(C(=O)c2ccc(CS(=O)c3ccc(F)cc3)o2)CC1 (centres undefined)
  15	0	-7	-6	18	-2	-2.1	-2
45. Cc1nonc1NC(=O)OC1CCCCC1
  13	3	-15	-6	-7	-2	-1.8	-22
46. COc1cc(C#N)ccc1OC(=O)C1CCN(C(=O)c2ccc(F)cc2)CC1
  3	-1	-8	2	-7	-4	-1.1	-3
47. CCOC(=O)C1CCCN(C(=S)NC2CCCC2)C1 (centres undefined)
  -4	-1	-3	4	-2	-2	0.7	-17
48. O=C(OCC(=O)N1CCOCC1)c1cc(S(=O)(=O)N2CCOCC2)c(Cl)cc1Cl
  1	1	3	-2	0	-4	0.6	1
49. Cc1cc(C)nc(N/N=C/c2cn[nH]c2-c2ccc(F)cc2)n1
  -33	-1	-4	-10	1	-3	-0.4	-32
50. CCC(C(=O)NN1C(=O)c2ccccc2C1=O)c1ccccc1 (centres undefined)
  23	1	-2	-3	10	-6	0.0	-8
51. COc1ccc(N(C2CSC2)S(=O)(=O)c2ccccc2)cc1
  3	-1	-2	-1	15	0	0.3	2
52. Cc1c(CN2CCC(Oc3ccc(C(=O)N4CCCCC4)cc3)CC2)cnn1C
  6	2	-1	-1	5	-9	-0.8	-5
53. COc1ccc(OC)c(NC(=O)COC(=O)CCNc2ccccc2OC)c1
  10	1	-1	-1	7	3	0.3	-15
54. Cc1cc(S(=O)(=O)N2CCN=C2c2ccccc2)ccc1F
  17	-1	-4	21	2	-5	-0.9	1
55. CCOc1ccc(NC(=O)CC(Cc2cc(C)cc(C)c2)C(=O)O)cc1 (centres undefined)
  9	-2	6	0	1	-4	0.6	0
56. Cc1ccc2oc(=O)n(CCCOc3ccccc3C)c2c1
  5	2	14	-3	17	-1	-3.9	-31
57. Cc1ccc(NC(=O)c2ccc(S(=O)(=O)N3CCCCC3)cc2)nc1
  -1	-1	-4	-34	10	-5	-0.6	0
58. CSc1c(C#N)sc(=S)n1-c1ccc(C)cc1
  8	2	-5	1	9	-4	-1.0	-5
59. O=C(CCCN1C(=O)C2C3C=CC(C3)C2C1=O)N1CCN(c2ccccc2)CC1 (centres undefined)
  22	-1	-11	-6	9	-6	-1.6	-2
60. O=C(/C=C/c1ccco1)N1CCN(S(=O)(=O)c2cccs2)CC1
  10	-1	9	-8	46	-1	1.0	-10
61. Cn1cnc2c(SCc3ccccc3)ncnc21
  -1	0	·	-8	7	-2	-2.2	·
62. COc1cccc(C(=O)NCc2ccc(N3CCN(C(=O)OC(C)(C)C)CC3)cc2)c1
  11	-2	-3	-2	-5	-3	8.1	-4
63. COc1ccc(CCN=C(N)NS(=O)(=O)c2ccccc2)cc1
  12	0	11	4	-19	-9	-0.8	6
64. CC(C)NC(=O)c1ccc(-c2cccc(C(F)(F)F)c2)o1
  27	0	0	-8	8	3	0.5	-23
65. O=C(/C=C/c1ccc([N+](=O)[O-])cc1)OCC(=O)N1CCOCC1
  10	6	-1	1	-5	2	1.4	-17
66. CCOC(=O)NCc1ccc(S(=O)(=O)Nc2ccc(C)cc2)cc1
  16	-3	5	-8	11	-4	-1.5	-5
67. Cc1oc(-c2cccc(Cl)c2)nc1CSc1nc2c(c(=O)[nH]1)CCC2
  1	1	-4	0	-26	-1	-0.8	2
68. COC(=O)[C@H](C)NC(=O)Nc1ccc(Oc2ccccc2)cc1
  2	2	-6	3	-26	-6	1.3	-23

Compound profiles, from the list above. Order of values: SENP8 block | GRIN3A LBD mod | SENP7 inh | ATG4B inhibitor | PfG6PD inh | HKDC1 inh | MPTP block | SENP6 inh
Listed for `COc1cccc(C(=O)NCc2ccc(N3CCN(C(=O)OC(C)(C)C)CC3)cc2)c1` → 11 | -2 | -3 | -2 | -5 | -3 | 8.1 | -4
Listed for `O=C(O)Cn1c2c(c3ccccc31)CCCC2` → -108 | -1 | 7 | 7 | 24 | 12 | -1.1 | -7
Listed for `CN(CC(=O)Nc1ccc(F)c(F)c1F)C(=O)C1CCCC1` → -4 | 0 | 1 | -3 | 9 | -5 | -0.8 | -7
Listed for `Cc1cc(Br)cc(C)c1OCCCCN(C)C` → 14 | 1 | -2 | -3 | -3 | 4 | -3.2 | -6
Listed for `O=C(O)CCc1ccc(-c2ccc(Br)cc2)n1-c1cccc(O)c1` → -11 | -5 | 0 | 14 | -30 | 2 | 1.3 | -7
